ANO1 activ: mouse TMEM16A channel activation, primary screen; Q8BHY3; HEK293 TMEM16A/YFP-H148Q/I152L, iodide quench fluorescence; active compounds read low; B-score at 10 µM; 340,000 compounds, 0.3% hits; AID 623877;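 active = fluorescence-ratio B-score plate-corrected deviation score at least 3 library SD below zero, with starting fluorescence score within 5 deviations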;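 note: channel opened by trigger with iodide after compound preincubation; score built on the fluorescence ratio of max minus min over baseline; more negative score means more quench and so TMEM16A activation or potentiation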
KCNQ1 act: human KCNQ1 channel potentiation or activation | CHO-K1 KCNQ1, thallium flux FluxOR fluorescence; active compounds read high | B-score at 10 µM | 310,000 compounds, 0.35% hits | AID 2648;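 active = fluorescence ratio B-score, a plate-corrected score, at least three library SD, with initial intensity B-score within 5 SD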
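Material: CHO-K1 cells stably expressing KCNQ1. Medium: assay buffer for compound exposure, DMSO matched across wells. Reagent: K+/Tl+ depolarizing stimulus. Compound dosing: single-concentration screen. Times: 37 °C overnight plating, 90-min dark dye load, 20-min compound pretreatment. Technique: FluxOR Tl+ flux fluorescence.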
hERG rescue: compounds protecting human hERG from proarrhythmic drug block. Q12809. CHO-hERG, FluxOR thallium flux, dofetilide IC70 present. activation (rescue from dofetilide block), less the hit threshold, % at 10 µM. 310,000 compounds, 0.51% hits;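 active = activation above the mean of controls blocked by dofetilide plus 5 SD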;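 note: thallium influx through hERG after potassium depolarization seen as dye fluorescence rise; in these data hits start at about 4.7%; inactives centre near -7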
Target sequence (Q12809 whole entry, looked up): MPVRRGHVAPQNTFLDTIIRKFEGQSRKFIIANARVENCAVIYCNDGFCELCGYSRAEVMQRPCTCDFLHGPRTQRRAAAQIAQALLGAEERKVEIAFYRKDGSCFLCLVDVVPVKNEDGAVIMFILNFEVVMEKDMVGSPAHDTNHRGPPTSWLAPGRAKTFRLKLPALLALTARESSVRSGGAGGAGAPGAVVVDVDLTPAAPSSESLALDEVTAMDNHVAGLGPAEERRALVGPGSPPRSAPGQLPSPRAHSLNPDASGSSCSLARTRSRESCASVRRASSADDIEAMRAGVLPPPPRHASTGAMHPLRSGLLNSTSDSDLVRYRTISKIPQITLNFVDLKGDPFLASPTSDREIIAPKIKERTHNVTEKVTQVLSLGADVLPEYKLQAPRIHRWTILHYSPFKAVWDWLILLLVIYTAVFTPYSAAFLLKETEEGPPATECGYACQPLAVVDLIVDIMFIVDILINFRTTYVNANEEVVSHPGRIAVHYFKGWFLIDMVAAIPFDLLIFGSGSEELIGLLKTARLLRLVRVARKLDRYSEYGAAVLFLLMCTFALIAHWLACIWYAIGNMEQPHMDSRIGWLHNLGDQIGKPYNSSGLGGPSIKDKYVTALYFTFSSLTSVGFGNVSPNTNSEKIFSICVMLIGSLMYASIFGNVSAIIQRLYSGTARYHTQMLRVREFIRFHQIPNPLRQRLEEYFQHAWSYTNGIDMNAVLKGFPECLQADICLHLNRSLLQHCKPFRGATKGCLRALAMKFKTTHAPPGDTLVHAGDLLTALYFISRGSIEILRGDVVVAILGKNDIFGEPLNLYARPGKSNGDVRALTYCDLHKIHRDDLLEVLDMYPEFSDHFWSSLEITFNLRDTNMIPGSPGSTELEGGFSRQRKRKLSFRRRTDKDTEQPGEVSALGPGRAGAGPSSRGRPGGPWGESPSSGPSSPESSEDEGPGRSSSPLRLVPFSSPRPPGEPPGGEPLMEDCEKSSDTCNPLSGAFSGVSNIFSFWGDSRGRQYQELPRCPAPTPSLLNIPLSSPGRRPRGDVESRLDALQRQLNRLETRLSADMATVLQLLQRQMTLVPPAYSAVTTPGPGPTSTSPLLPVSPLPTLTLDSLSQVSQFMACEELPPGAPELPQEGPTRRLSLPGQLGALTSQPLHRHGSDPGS
ANO1 block: mouse TMEM16A channel inhibition, primary screen; Q8BHY3; HEK293 TMEM16A/YFP iodide influx fluorescence, ionomycin; normalized B-score (activity score, 25-100; higher = stronger inhibition) at 10 µM; 310,000 compounds, 1.2% hits; AID 588511;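 active = ratio plate-corrected score three or more library SD toward inhibition, starting fluorescence score within five deviations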;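 note: score derived from kinetic fluorescence span divided by baseline fluorescence per well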
KCNQ1 block: blocks the human KCNQ1 potassium channel; CHO-K1 KCNQ1, FluxOR thallium flux fluorescence; active compounds read high; B-score at 10 µM; P51787; 310,000 compounds, 1.3% hits; AID 2642;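 active = compounds whose thallium flux B-score, printed positive for inhibition, exceeds three library SD while starting fluorescence stays within three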;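 note: channel opened by potassium depolarization with thallium stimulus after 20 min compound exposure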
Dyrk1A ADPGlo: inhibitors of rat Dyrk1A kinase; ADP-Glo luminescence, NFATc1 peptide; 310,000 compounds, 0.43% hits; AID 504441; inhibition, % at 12.5 µM; in the data active = inhibition above about 50%;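 note: plate controls were vehicle with enzyme for no effect and no enzyme for full effect; many of its hits are not listed in these tables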
TRPC4 act: opens the mouse TRPC4 cation channel; HEK293 TRPC4beta/mu-opioid, Fluo4 calcium fluorescence; active compounds read high; B-score at 10 µM; 310,000 compounds, 0.49% hits; AID 2237;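 active = B-score above 5 SD of library B-scores, and initial fluorescence ratio not above library mean plus 5 SD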;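 note: positive B-score marks a calcium rise read as TRPC4 activation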
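Assay system – TRPC4beta and mu-opioid receptor HEK293 stable cells · Measured by – Fluo4 fluorescence, kinetic · Schedule – dye loading 45 min room temperature, 110 s kinetic read · Read-out – B-scored integrated calcium fluorescence ratio · Controls – buffer and maximal DAMGO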
TRPC4 potent: allosteric potentiators of mouse TRPC4 channel; 310,000 compounds, 0.42% hits; B-score at 10 µM; HEK293 TRPC4beta/mu-opioid, DAMGO EC20, Fluo-4 Ca2+ flux; active compounds read high;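 active = B-score of calcium response area above 5 SD of library B-scores, with initial fluorescence ratio within 5 SD of library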;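 note: B-score of integrated fluorescence ratio over time as area under calcium response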
KCNK9 block: blocks the human KCNK9 two-pore domain potassium channel; HEK293 KCNK9, FluxOR thallium flux fluorescence; active compounds read low; B-score at 10 µM; 310,000 compounds, 1.2% hits;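 active = ratio B-score over 3 SD below the library mean, with starting fluorescence within 5 SD of its mean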;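 note: negative B-score means less thallium flux so channel inhibition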
HDAC3 inhib: inhibitors of human histone deacetylase 3; inhibition, % at 8.3 µM; 320,000 compounds, 0.15% hits; AID 2718; O15379; recombinant HDAC3, fluorogenic peptide/trypsin coupled, fluorescence; in the data active = inhibition above about 26%, passing the limit was not always enough
KCNK3 block: human KCNK3 channel inhibition, primary screen; O14649; CHO-KCNK3 thallium flux, FluxOR fluorescence; active compounds read low; B-score at 10 µM; 340,000 compounds, 0.84% hits; AID 602410;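 active = B-score under library mean minus 4 SD, starting fluorescence ratio at most library mean plus 5 SD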;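 note: more negative B-score means stronger inhibition of thallium flux through KCNK3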
Starred values were filed as active, the others as inactive.

Results for COc1ccc(C(CNC(=O)Cc2cccs2)N(C)C)cc1 (configuration not stated) ?
ANO1 activ: inactive; KCNQ1 act: inactive; hERG rescue: -5; ANO1 block: inactive; KCNQ1 block: inactive; Dyrk1A ADPGlo: -4; TRPC4 act: 99*; TRPC4 potent: inactive; KCNK9 block: inactive; HDAC3 inhib: 2; KCNK3 block: inactive

Results for O=C(Oc1ccc(-c2nc(-c3ccccn3)no2)cc1)c1ccccc1 ?
ANO1 activ: inactive; KCNQ1 act: inactive; hERG rescue: -10; ANO1 block: inactive; KCNQ1 block: inactive; Dyrk1A ADPGlo: 9; TRPC4 act: inactive; TRPC4 potent: inactive; KCNK9 block: inactive; HDAC3 inhib: -5; KCNK3 block: inactive

Results for CC1(C)[C@H]2CC[C@]1(C)[C@@H](OC(=O)C[N+]1(C)CCOCC1)C2 ?
ANO1 activ: inactive; KCNQ1 act: inactive; hERG rescue: -5; ANO1 block: inactive; KCNQ1 block: inactive; Dyrk1A ADPGlo: -4; TRPC4 act: inactive; TRPC4 potent: inactive; KCNK9 block: inactive; HDAC3 inhib: -1; KCNK3 block: inactive

Results for NNC(=O)Cn1c(-c2ccccc2)cc(=O)n2ncnc12 ?
ANO1 activ: inactive; KCNQ1 act: inactive; hERG rescue: -2; ANO1 block: inactive; KCNQ1 block: inactive; Dyrk1A ADPGlo: 0; TRPC4 act: inactive; TRPC4 potent: inactive; KCNK9 block: inactive; HDAC3 inhib: -6; KCNK3 block: inactive

How did CC(=O)N1CCCc2cc(S(=O)(=O)NC(C(=O)NC(C)c3ccccc3)C(C)C)ccc21 (configuration not stated) do in these assays?
ANO1 activ: inactive; KCNQ1 act: inactive; hERG rescue: -17; ANO1 block: inactive; KCNQ1 block: inactive; Dyrk1A ADPGlo: -1; TRPC4 act: inactive; TRPC4 potent: inactive; KCNK9 block: inactive; HDAC3 inhib: 0; KCNK3 block: inactive

Results for Cc1cc(=O)oc2c1c(C(F)(F)F)nn2-c1ccccc1 ?
ANO1 activ: inactive; KCNQ1 act: inactive; hERG rescue: -15; ANO1 block: inactive; KCNQ1 block: inactive; Dyrk1A ADPGlo: 5; TRPC4 act: inactive; TRPC4 potent: inactive; KCNK9 block: inactive; HDAC3 inhib: -1; KCNK3 block: inactive

What do the screens show for `CN(C(=O)COC(=O)c1ccccc1SCC(=O)NC1CCCCCCC1)C1CCS(=O)(=O)C1` (configuration not stated)?
ANO1 activ: inactive; KCNQ1 act: inactive; hERG rescue: -7; ANO1 block: inactive; KCNQ1 block: inactive; Dyrk1A ADPGlo: -3; TRPC4 act: inactive; TRPC4 potent: inactive; KCNK9 block: inactive; HDAC3 inhib: 6; KCNK3 block: inactive

Results for CCCN1CNc2c(c(=O)[nH]c(=S)n2-c2ccc(Cl)cc2)C1 ?
ANO1 activ: inactive; KCNQ1 act: inactive; hERG rescue: -6; ANO1 block: inactive; KCNQ1 block: inactive; TRPC4 act: inactive; TRPC4 potent: inactive; KCNK9 block: inactive; HDAC3 inhib: 2; KCNK3 block: inactive

What do the screens show for `COc1ccccc1NC(=O)CSc1nc2n[nH]c(C)c2c(=N)n1-c1ccccc1Cl`?
ANO1 activ: inactive; KCNQ1 act: inactive; hERG rescue: -6; ANO1 block: inactive; KCNQ1 block: inactive; Dyrk1A ADPGlo: 2; TRPC4 act: inactive; TRPC4 potent: inactive; KCNK9 block: inactive; HDAC3 inhib: -6; KCNK3 block: inactive

How did CC(C)NC(=O)CN1C(=O)c2cccc3cccc1c23 do in these assays?
ANO1 activ: inactive; KCNQ1 act: inactive; hERG rescue: -6; ANO1 block: inactive; KCNQ1 block: inactive; Dyrk1A ADPGlo: -3; TRPC4 act: inactive; TRPC4 potent: inactive; KCNK9 block: inactive; HDAC3 inhib: 2; KCNK3 block: inactive

How did CC1=NN(C(=O)c2ccccc2Br)C(O)(c2ccc(Cl)cc2)C1 (configuration not stated) do in these assays?
ANO1 activ: inactive; KCNQ1 act: inactive; hERG rescue: -2; ANO1 block: inactive; KCNQ1 block: inactive; Dyrk1A ADPGlo: 0; TRPC4 act: inactive; TRPC4 potent: inactive; KCNK9 block: inactive; HDAC3 inhib: 4; KCNK3 block: inactive

Results for CCC(C)N1C(=O)C2C(C(=O)Nc3cccc(OC)c3)C3C=CC2(O3)C1C(=O)NC1CCCCC1C (configuration not stated) ?
ANO1 activ: inactive; ANO1 block: inactive; Dyrk1A ADPGlo: 2; HDAC3 inhib: 7; KCNK3 block: inactive

What do the screens show for `O=C(NCCNC(=O)c1cccs1)c1ccco1`?
ANO1 activ: inactive; KCNQ1 act: inactive; hERG rescue: -14; ANO1 block: inactive; KCNQ1 block: inactive; Dyrk1A ADPGlo: -2; TRPC4 act: inactive; TRPC4 potent: inactive; KCNK9 block: inactive; HDAC3 inhib: -1; KCNK3 block: inactive

What do the screens show for `Cc1cccc(NC(=O)CC2C(=O)NC3CCCCC3N2C(=O)c2ccccc2Cl)c1` (configuration not stated)?
ANO1 activ: inactive; KCNQ1 act: inactive; hERG rescue: -23; ANO1 block: inactive; KCNQ1 block: inactive; Dyrk1A ADPGlo: -2; TRPC4 act: inactive; TRPC4 potent: inactive; KCNK9 block: inactive; HDAC3 inhib: 1; KCNK3 block: inactive

What do the screens show for `CCCn1c(=O)c2ccccc2n2c(SCC(=O)c3ccccc3)nnc12`?
ANO1 activ: inactive; KCNQ1 act: inactive; hERG rescue: -15; ANO1 block: inactive; KCNQ1 block: inactive; Dyrk1A ADPGlo: 21; TRPC4 act: inactive; TRPC4 potent: inactive; KCNK9 block: inactive; HDAC3 inhib: -1; KCNK3 block: inactive

What do the screens show for `COc1cc(C2Nc3ccc4ncccc4c3C3=C2C(=O)CCC3)ccc1O` (configuration not stated)?
ANO1 activ: inactive; KCNQ1 act: inactive; hERG rescue: -9; ANO1 block: inactive; KCNQ1 block: inactive; Dyrk1A ADPGlo: 1; TRPC4 act: inactive; TRPC4 potent: inactive; KCNK9 block: inactive; HDAC3 inhib: 7; KCNK3 block: inactive

What do the screens show for `CCCc1cc(=O)oc2cc(OCC(=O)NCC(O)c3ccccc3)ccc12` (configuration not stated)?
ANO1 activ: inactive; KCNQ1 act: inactive; hERG rescue: -8; ANO1 block: inactive; KCNQ1 block: inactive; Dyrk1A ADPGlo: 3; TRPC4 act: inactive; TRPC4 potent: inactive; KCNK9 block: inactive; HDAC3 inhib: -1; KCNK3 block: inactive

What do the screens show for `O=C1CC(c2ccccc2)CC(O)=C1C=NCCCO` (configuration not stated)?
ANO1 activ: inactive; KCNQ1 act: inactive; hERG rescue: -2; ANO1 block: inactive; KCNQ1 block: inactive; Dyrk1A ADPGlo: 11; TRPC4 act: inactive; TRPC4 potent: inactive; KCNK9 block: inactive; HDAC3 inhib: 0; KCNK3 block: inactive

Results for CCOc1ccc(S(=O)(=O)N2CCC(C(=O)NCc3ccco3)CC2)cc1C ?
ANO1 activ: inactive; KCNQ1 act: inactive; hERG rescue: -3; ANO1 block: inactive; KCNQ1 block: inactive; Dyrk1A ADPGlo: -2; TRPC4 act: inactive; TRPC4 potent: inactive; KCNK9 block: inactive; HDAC3 inhib: -6; KCNK3 block: inactive

Results for Cc1ccc(CNS(=O)(=O)c2ccc(Br)s2)cc1 ?
ANO1 activ: inactive; KCNQ1 act: inactive; hERG rescue: -5; ANO1 block: inactive; KCNQ1 block: inactive; Dyrk1A ADPGlo: -6; TRPC4 act: inactive; TRPC4 potent: inactive; KCNK9 block: inactive; HDAC3 inhib: 3; KCNK3 block: inactive

How did COc1ccc(-c2cc3nc(-c4ccccc4)cc(N4CCC(O)CC4)n3n2)cc1 do in these assays?
ANO1 activ: inactive; KCNQ1 act: inactive; hERG rescue: -13; ANO1 block: inactive; KCNQ1 block: inactive; Dyrk1A ADPGlo: -2; TRPC4 act: inactive; TRPC4 potent: inactive; KCNK9 block: inactive; HDAC3 inhib: -14; KCNK3 block: inactive

How did COc1ccccc1C(=O)NC(=O)Nc1nc(-c2ccccc2)cc(C(F)(F)F)n1 do in these assays?
ANO1 activ: inactive; KCNQ1 act: inactive; hERG rescue: -8; ANO1 block: 25*; KCNQ1 block: inactive; Dyrk1A ADPGlo: 11; TRPC4 act: inactive; TRPC4 potent: inactive; KCNK9 block: inactive; KCNK3 block: inactive

How did CC(=O)c1ccc(N(CC(=O)NC2CCCCC2)C(=O)CNC(=O)c2cccs2)cc1 do in these assays?
ANO1 activ: inactive; KCNQ1 act: inactive; hERG rescue: -4; ANO1 block: inactive; KCNQ1 block: inactive; Dyrk1A ADPGlo: -6; TRPC4 act: inactive; TRPC4 potent: inactive; KCNK9 block: inactive; HDAC3 inhib: 4; KCNK3 block: inactive

How did COc1cccc2cc(C(=O)N3CCN(C45CC6CC(CC(C6)C4)C5)CC3)c(=O)oc12 do in these assays?
ANO1 activ: inactive; KCNQ1 act: inactive; hERG rescue: -5; ANO1 block: inactive; KCNQ1 block: inactive; Dyrk1A ADPGlo: 3; TRPC4 act: inactive; TRPC4 potent: inactive; KCNK9 block: inactive; HDAC3 inhib: 4; KCNK3 block: inactive

What do the screens show for `O=S(=O)(c1ccc(N2CCOCC2)cc1)N1CCOCC1`?
ANO1 activ: inactive; KCNQ1 act: inactive; hERG rescue: -7; ANO1 block: inactive; KCNQ1 block: inactive; Dyrk1A ADPGlo: 25; TRPC4 act: inactive; TRPC4 potent: inactive; KCNK9 block: inactive; HDAC3 inhib: 0; KCNK3 block: inactive

What do the screens show for `N#CC(C#N)=C1CCc2ccccc2N1`?
ANO1 activ: inactive; KCNQ1 act: inactive; hERG rescue: -10; ANO1 block: inactive; KCNQ1 block: inactive; Dyrk1A ADPGlo: 4; TRPC4 act: inactive; TRPC4 potent: inactive; KCNK9 block: inactive; HDAC3 inhib: 1; KCNK3 block: inactive

Results for c1ccc(-c2nnc3sc(-c4csc5c4CCCC5)nn23)cc1 ?
ANO1 activ: inactive; KCNQ1 act: inactive; hERG rescue: -11; ANO1 block: inactive; KCNQ1 block: inactive; Dyrk1A ADPGlo: 11; TRPC4 act: inactive; TRPC4 potent: inactive; KCNK9 block: inactive; HDAC3 inhib: -1; KCNK3 block: inactive

How did Clc1cccc(-c2nnc(SC/C=C/c3ccccc3)n2Cc2ccco2)c1 do in these assays?
ANO1 activ: inactive; KCNQ1 act: inactive; hERG rescue: -13; ANO1 block: inactive; KCNQ1 block: inactive; Dyrk1A ADPGlo: 1; TRPC4 act: inactive; TRPC4 potent: inactive; KCNK9 block: -15*; HDAC3 inhib: 8; KCNK3 block: -12*

These rows are one share of the data; count on the stated rates, not on these rows.
